# High-throughput results deposited in PubChem by National Center for Advancing Translational Sciences (NCATS).
# Integrin act MD: integrin-mediated muscular dystrophy alleviation activation; alpha7betagal myoblasts, beta-gal FDG fluorescence, 48 h; Potency, µM (doses to about 38.3 µM), for the others: at the top dose activation, actives largely listed as activators; actives 0.064% (n = 350,000);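 further: potency means the concentration at half of the fitted maximal effect; 100% = response of the positive control SU9516; nearly all actives have a fitted effect of over 60% in size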
#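 alpha7betagal+/- myoblasts (passage 13, 250/well) treated 48 h at 37C with compounds at 1:260 dilution of DMSO stock. Lysed, then beta-galactosidase activity read as FDG fluorescence (ex 480/em 540) after 30 min, with pre-read for autofluorescence.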
# TCR act: activators of T cell receptors. primary human leukocytes, anti-CD3, IL-2 HTRF, 48 h. Potency, µM (highest dose often 9.22 µM), inactives show at the top dose activation of IL-2 secretion, hits mostly activators. 330,000 tested, under 10 active; further: % of control where 0% means no effect
#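 HTRF read-out of IL-2 secretion: europium cryptate donor excited at 320nm, d2 acceptor emission at 665nm. Cells were primary human leukocytes incubated 48 hr with compounds and a-CD3 beads, supplying TCR signal only.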
# TSG101-PTAP inh: blocks PTAP/TSG101 interaction to inhibit HIV-1 budding; Q99816; Fluorescence polarization, FITC-PTAP peptide / Tsg101 binding; Potency, µM (series often up to 115 µM), for the others: top-dose activity change, negative = inhibition, usual class: inhibitors; 340,000 tested, under 10 active; active means well fitted inhibition curve with a large enough effect in the main read-out, with a control signal flat, not every such curve was filed as active; inconclusive means small, poorly fitted or top-dose-only effect, or effect the other way, or a change in a side signal; inactive means no such curve, though single readings can be large or run the other way; further: potency means the concentration at half of the fitted maximal effect; % of control where 0% means no effect
#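 Fluorescence polarization binding of Tsg101 binding domain (10 uM final) to FITC-labeled PTAP peptide (50 nM final) in HEPES pH 7.5 buffer with NaCl, Tween 20, EDTA, TCEP. Compounds added before peptide; binding 20 min at RT.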
# p53 reactivator: re-activators of mutant p53; H1299 p53-A138V BP100-luciferase reporter, luminescence, 24 h; Potency, µM (titrated, usually from 92.2 µM), for inactives: at the highest dose activity change, positive = activation, hits mostly activators; actives 0.063% (n = 320,000); further: potency means the concentration at half of the fitted maximal effect; % of control where 0% means no effect; nearly all actives have a fitted effect of over 45% in size
#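 p53-null H1299 cells stably carrying temperature-sensitive p53-A138V and a BP100-luciferase reporter were pinned with compounds (4-point, 1:5 series) and held 24 hrs at 37 deg C. Luminescence was read 10 min after detection reagent.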
# B2AR arrestin: agonists driving beta-arrestin recruitment to human beta2-adrenergic receptor | actives 0.02% (n = 330,000) | beta-arrestin recruitment to beta2AR, cell-based reporter | P07550 | AID 492947 | Potency, µM (highest dose often 46.1 µM), inactives show at the highest dose activation, actives largely listed as activators;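 further: potency means the concentration at half of the fitted maximal effect; 0% = DMSO controls and full agonism = EC100 isoproterenol or metaproterenol; nearly all actives have a fitted effect of over 65% in size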
# TRPV1 ag: agonists of human vanilloid receptor 1 (TRPV1). Q8NER1. TRPV1-expressing cells, Fluo-8 calcium influx, agonist mode. activation, % at 8.33 µM. actives 0.19% (n = 320,000); in the data active means activation above about 80%; inconclusive means between about 30% and that limit; further: 0% is about no effect
#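 Cells expressing TRPV1 were dye-loaded with Fluo-8 and read kinetically: 10 s baseline, 3 min after compound (agonist portion), then 2 min after EC20 capsaicin (allosteric enhancer portion). Calcium-bound dye fluorescence at 480/520 nm.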
# BRCA1 expr up: BRCA1 expression activation | MCF7-BRCA1-FFLuc reporter, luminescence, 48 h; response scale: scaled: vehicle 0%, 10 µM genistein 100% | Potency, µM (doses to about 46.1 µM), for the others: top-dose activation, most hits filed as activators | actives 1.1% (n = 380,000) | AID 624202; further: potency means the concentration at half of the fitted maximal effect; nearly all actives have a fitted effect of over 80% in size; some results filed as inactive show a strong effect at the top dose
#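 Activators of BRCA1 expression were detected as increased firefly luciferase luminescence in engineered MCF7 cells after 48 h compound incubation. Signals were scaled to genistein 10 microM as full activation.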
# MLL CXXC-DNA inh: blocks binding of human MLL CXXC domain to DNA; Potency, µM (highest dose often 115 µM), without a hit: at the top dose activity change, negative = inhibition, actives largely listed as inhibitors; MLL-CXXC / FITC-HOXA9 DNA fluorescence polarization; actives 0.037% (n = 290,000); Q03164; active means well fitted inhibition curve with a large enough effect in the polarisation, with a control signal flat, not every such curve was filed as active; inconclusive means small, poorly fitted or top-dose-only effect, or effect the other way, or a change in a side signal; inactive means no such curve, though single readings can be large or run the other way; the % refers to the polarisation; further: potency means the concentration at half of the fitted maximal effect
#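 Fluorescence polarization: 7 uM MLL-CXXC (stock) preincubated 5 min with compounds, then 50 nM fluorescein-HOX-A9 DNA (stock) added; 30 min ambient. Buffer 50 mM Tris-HCl pH 7.5, 50 mM NaCl, 1 mM DTT, 0.05% BSA.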
# AT treatment: potential ataxia-telangiectasia treatment. actives 0.19% (n = 320,000). […] A-T fibroblasts, KAP-1 phosphorylation AlphaLISA; neocarzinostatin DNA damage 30 min before lysis. Potency, µM (doses to about 57.5 µM), inactives show top-dose activation, most hits filed as activators; further: potency means the concentration at half of the fitted maximal effect; % of control where 0% means no effect; nearly all actives have a fitted effect of over 45% in size
#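 ATM-like activity read as KAP-1 phosphorylation via AlphaLISA donor/acceptor antibody pairs after lysis and 6 hr at 25C. Cells were ATM-null patient fibroblasts ([…], hTERT), dosed 60 min, then exposed to the DSB inducer NCS for 30 min.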
# ELG1 DNA repair: ELG1-dependent DNA repair inhibition. HEK293T ELG1-luciferase reporter, luminescence, 16 h; DNA damage induced by 5-fluorouridine. Potency, µM (highest dose often 46.1 µM), inactives show at the top dose activity change, negative = inhibition, usual class: inhibitors. actives 2.3% (n = 330,000). AID 504467; further: potency means the concentration at half of the fitted maximal effect; on the % scale 0 is the no-effect control and ±100 the full control effect; nearly all actives have a fitted effect of over 55% in size
#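 DMSO vehicle served as the neutral condition. Each well held 2,000 cells given 5-fluorouridine plus compound; after 16 hr at 37 °C/5% CO2, ONE-Glo was added and luciferase measured 30 min later.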
# The depositor's hits bear a star; ? = inconclusive; nt = not tested or not shown; [ ] = another dose, or the depositor's remark. Unless noted, the call rests on the fitted dose curve; in most records, active means well fitted curve in the direction sought with a large enough effect; inconclusive means small, poorly fitted or top-dose-only effect, or another doubt; inactive means no such curve, though single readings can be large; an effect the other way counts as inactive or inconclusive.
item | structure | AT treatment | MLL CXXC-DNA inh | TCR act | Integrin act MD | ELG1 DNA repair | TRPV1 ag | B2AR arrestin | p53 reactivator | TSG101-PTAP inh | BRCA1 expr up
1 | O=C(Nc1ccc(Cl)cc1)C1CC(=O)n2c(nc3ccccc32)N1 (stereo unspecified) | -2% | 20% | 0% | 10% | ? | -5 | 0.2% | -2% | -7% | -3%
2 | O=C(CSc1ccc(F)cc1)NC(=O)NCc1ccccc1 | 12% | 0% | 5% | 14% | 7% | 3 | 0.2% | -3% | -4% | -19%
3 | Cc1nc2nc(NC(=O)c3ccco3)nn2c(C)c1Cl | 0% | 7% | -4% | 20% | ? | 2 | -0.6% | 22% | -1% | ?
4 | Cc1ccc(CN2CCN(Cc3ccccc3C(F)(F)F)CC2)cc1 | ? | -1% | -1% | -48%[inhibitor] | -18% | 0 | -0.1% | 0% | -8% | -20%
5 | Cc1cc(C)c(NC(=O)CN2CCN(c3ccccn3)CC2)c(C)c1 | -1% | -8% | 4% | 15% | 0% | 3 | -0.2% | -37%[inhibitor] | -5% | 5%
6 | C[C@@]12C(=O)Nc3cc(F)c(F)cc3C(=O)N1[C@H]1c3cc(Cl)ccc3OC[C@@H]1[C@@H]2c1ccccc1 | 0% | nt | 1% | -15% | ? | nt | 0.0% | 12% | nt | -53%
7 | O=C(COC(=O)c1ccco1)c1ccc2ccccc2c1 | 5% | 4% | 12% | -16% | 11% | 1 | -0.1% | 8% | -4% | -35%
8 | Cc1c(C#N)c2ccccc2n1CC(=O)N1CCc2ccccc2C1 | 2% | -4% | 3% | -22% | -7% | 10 | 0.2% | -11% | -1% | -2%
9 | N#CC1=C(N)OC2=C(C(=O)CCC2)C12CCC1(CC2)OCCO1 | 2% | 8% | 3% | 21% | 5% | -2 | -1.1% | -5% | -3% | -10%
10 | Cc1n(Cc2ccccc2)c2cc([N+](=O)[O-])ccc2[n+]1Cc1ccccc1 | 5% | -11% | nt | 8% | -8% | -4 | -1.0% | -4% | -4% | -1%
11 | CCOC(=O)CSc1[nH]c2cc(OC)ccc2c1[N+](=O)[O-] | -2%[11.5 µM] | 4% | -1% | -22% | 2% | 7 | -0.2% | 5% | -4% | -6%
12 | CCC(C)(C)NC(=O)C(c1ccncc1)N(C(=O)c1sc(C)nc1C)c1ccc(C)cc1 (stereo unspecified) | -1% | 4% | -4% | -39% | -23% | 10 | -1.1% | 0% | 0% | 2%
13 | O=C(Cn1c(C(F)(F)F)nc2ccccc21)c1ccccc1 | -6% | 1% | nt | -12% | -13% | 10 | -0.3% | -2% | -6% | 24%
14 | O=C(CNS(=O)(=O)c1ccc(Br)cc1)N1CCN(Cc2ccccc2)CC1 | -11% | -7% | nt | 26% | -7% | 10 | 0.5% | -8% | 1% | -22%
15 | CCOC(=O)CC(NC(=O)c1ccco1)c1ccc(C)cc1 (stereo unspecified) | 5% | 10% | -3% | 3% | 18% | 3 | -0.4% | -23% | 0% | 1%
16 | Cc1cccc(-n2nnnc2SCC(=O)c2cc(C)n(CC3CCCO3)c2C)c1 (stereo unspecified) | -10% | -1% | -3% | -42%[inhibitor] | ? | 12 | 0.0% | 14% | -8% | ?
17 | O=[N+]([O-])c1ccc(Cl)c(/C=N/N2CCN(c3ccccc3)CC2)c1 | -2% | 13% | -3% | 27% | 23% | -2 | 0.3% | -6% | -8% | -69%
18 | O=C(NCC1CCCO1)c1c(O)c2c([nH]c1=O)CCCC2 (stereo unspecified) | nt | -19% | nt | -7% | ? | 1 | 0.1% | ? | -4% | ?
19 | CNc1nc2[nH]c(=O)c3c(c2s1)OC(N)=C(C#N)C3c1ccccc1 (stereo unspecified) | -7% | 6% | -4%[46.1 µM] | 13% | -1% | -2 | -0.7% | -3% | 4% | -30%
20 | NC(=O)c1ccc2c(c1)S(=O)(=O)c1ccccc1C2=O | 2% | 11% | -4% | -8% | 0% | -22 | -0.7% | 1% | -4% | -18%
21 | CCc1ccc(NC(=O)C(CC)c2ccccc2)cc1 (stereo unspecified) | 6% | -2% | 3%[46.1 µM] | 20% | 12% | ? | -1.7% | 29% | -1% | ?
22 | COC(=O)C(C)NC(=O)C1CCCN1S(=O)(=O)c1cc(C)c(Cl)cc1C (stereo unspecified) | 1% | -1% | 4% | -1% | -6% | 8 | -0.5% | 3% | 0% | 0%
23 | COc1ccc(NC(=O)c2cnc(C)cn2)cc1-n1cnnn1 | 5% | 6% | 1% | 3% | 1% | 0 | 0.0% | 0% | -5% | -9%
24 | CN(C)c1nc(-c2ccccc2)cc(C(F)(F)F)c1C#N | 25% | -10% | 5% | 13% | ? | 3 | -0.7% | -1% | 0% | -12%
25 | CCN(CC(=O)NC1CCS(=O)(=O)C1)c1nc(-c2ccccc2)nc2ccccc12 (stereo unspecified) | 4% | 6% | 3% | -19% | 13µM* | 1 | 0.5% | -2% | -9% | -4%
26 | Cc1c(Cl)cccc1Nc1ncccc1C(=O)OCC(O)CO (stereo unspecified) | -12% | 1% | nt | nt | 1% | 5 | 0.5% | -7% | nt | nt
27 | O=C(NCN1C(=O)C2C3C=CC(C3)C2C1=O)Nc1nccs1 (stereo unspecified) | 4% | 3% | 3%[46.1 µM] | 15% | 0% | 2 | 0.2% | 0% | -8% | 11%
28 | O=C(NC(=S)NCC1CCCO1)c1ccc([N+](=O)[O-])cc1 (stereo unspecified) | -4% | ? | -13%[46.1 µM] | -3% | 26% | 1 | 0.5% | 20% | -7% | -1%
29 | COc1cccc(CCc2nnc(CCC(=O)N(C)C3CC(C)(C)NC(C)(C)C3)o2)c1 | 9% | -6% | -10% | 14% | -4% | 0 | -1.1% | 3% | -1% | 0%
30 | CC(=O)c1noc(C)c1C(=O)Nc1nccs1 | -3% | -1% | 1% | -16% | -2% | 1 | 0.3% | -3% | -4% | -40%
31 | COc1cc(/C=C/C(=O)NC(C)CCc2ccccc2)cc(OC)c1OC (stereo unspecified) | -3% | 9% | 4%[46.1 µM] | 6% | ? | -6 | 3.5% | -15% | -2% | -19%
32 | CC1(c2ccccc2)CC(C)(C)N2C(=O)/C(=C3\SC(=S)NC3=O)c3cccc1c32 (stereo unspecified) | 6% | -3% | -3%[46.1 µM] | 7% | -20% | -6 | 0.1% | 0% | -7% | -15%
33 | O=c1cc(N2CCOCC2)[nH]c(=O)n1Cc1ccc(F)cc1 | -1% | -24% | -7% | 13% | 2% | -1 | -0.2% | 6% | -2% | 3%
34 | C/C(=N\Nc1ccc(Cl)c(C(=O)O)c1)c1ccc2c(c1)OCO2 | -5% | 9% | -3% | 8% | ? | 0 | 0.1% | -6% | -1% | ?
35 | Cc1cc(C(=O)NCCCN2CC(C)CC(C)C2)n(-c2ccccc2)n1 (stereo unspecified) | -16% | 4% | -3% | 23% | 3% | 2 | 0.1% | -1% | -5% | 4%
36 | O=C(Nc1ccc(Cl)c(C(F)(F)F)c1)[C@@H]1CC=C[C@@H]2CCN(Cc3ccccc3)C(=O)[C@@H]21 | nt | nt | 4% | 27% | nt | nt | nt | nt | 1% | 2%
